# PDI inh: inhibitors of human protein disulfide isomerase. PDI insulin aggregation turbidity, A650, 90 min. inhibition, % at 10 µM. AID 588391. P07237. hit rate 0.052% among 350,000;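 active = mean inhibition across replicates of 30% or more, whatever share of single replicates reach that level; inconclusive = mean inhibition below 30% while every single replicate reaches 30%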;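 note: absorbance from insulin aggregation driven by PDI reduction with DTT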
# Glyco luc inh: blocks N-linked glycosylation in D54 reporter cells; hit rate 0.23% among 360,000; reporter increase, % at 12.5 µM; D54 ERlucT glycosylation luciferase reporter, 24 h; percent of 100 nM tunicamycin response;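 active = mean luciferase reporter signal, scaled so untreated is 0 and the glycosylation-blocking control 100, at or above a set limit in every replicate; inconclusive = mean reaches the limit but not every replicate does; inactive = mean below the limit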;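 note: luciferase carries N-glycosylation sites so blocking glycosylation raises the light; 0% = median of neutral control wells and 100% = median of 100 nM tunicamycin wells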
# H9c2 protect: modulators protecting cardiomyocytes from myocardial damage. H9c2 cardiomyocytes, H2O2 injury protection, ATPLite, 2 h. protection from H2O2 cell death, % at 20 µM. hit rate 0.63% among 360,000. AID 588492;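 active = compounds giving at least 50% protection of heart cells from peroxide-induced death in the single-dose screen, raw or plate-pattern-corrected value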;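 note: 0% = DMSO wells with peroxide and 100% = DMSO wells without peroxide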
# ABHD5-PLIN5 inh: inhibitors of human ABHD5-perilipin-5 interaction; Q00G26+Q8WTS1; inhibition, % at 4 µM; hit rate 0.78% among 360,000; AID 602281; Split G. princeps luciferase complementation, luminescence, 4 h;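 active = inhibition above the mean inhibition across every tested compound plus 3 SD, cut at about 22% in these data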;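 note: 0% = DMSO only wells and the 100% control is not disclosed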
# ABCB6 inh 2: blocks the human ABCB6 transporter. Q9NP58. hit rate 0.19% among 360,000. K562-ABCB6 porphyrin accumulation, flow cytometry, 1 h; active compounds read low. fluorescence ratio to DMSO, % at 10 µM;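 active = fluorescence ratio to DMSO below 75%, the collection mean minus 3 SD; inconclusive = too few cells collected in the well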;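 note: signal is porphyrin accumulated inside mitochondria; 100% equals median channel fluorescence of DMSO control wells; lower ratio means ABCB6 inhibition with less porphyrin fluorescence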
# CaV13 ICDI inh: Primary screen for inhibitors of IQ motif and Ca2+-dependent inactivation inhibitor domain binding in CACNA1D, Förster resonance energy transfer in living cells, …; hit rate 0.098% among 340,000; HEK cells, CFP/YFP FRET ICDI-IQ, plate reader, 10 min; percent FRET-ratio fall versus neutral wells; inhibition, % at 12.3 µM;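 active = mean replicate inhibition of at least 30% and at least 1% of replicates passing that level; inconclusive = only one of the two criteria is met; inactive = neither criterion is met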;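 note: 0% = median of the neutral control wells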
# MC4R antagonist: antagonists of human melanocortin 4 receptor (MC4R) | P32245 | MC4R-expressing cells, MTII-stimulated cAMP, LANCE TR-FRET | AID 540295 | inhibition, % at 6.5 µM | hit rate 0.48% among 360,000;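 active = inhibition above its plate's cutoff, the mean of tested wells on that plate plus 3 SD, cut at about 29% in these data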;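 note: 0% = Melanotan II alone and 100% = Melanotan II plus saturating MCL0020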
# Target sequence (P32245 whole entry, looked up): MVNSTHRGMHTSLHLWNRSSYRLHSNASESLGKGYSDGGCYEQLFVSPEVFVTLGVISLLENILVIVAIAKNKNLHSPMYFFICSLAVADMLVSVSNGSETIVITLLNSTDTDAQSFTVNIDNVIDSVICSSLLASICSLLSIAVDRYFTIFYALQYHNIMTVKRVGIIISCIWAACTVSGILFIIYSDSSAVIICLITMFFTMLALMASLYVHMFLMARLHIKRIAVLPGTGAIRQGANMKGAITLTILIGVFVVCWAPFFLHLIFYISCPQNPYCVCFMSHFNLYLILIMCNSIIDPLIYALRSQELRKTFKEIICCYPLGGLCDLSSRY
#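 Assay system: U2OS-MC4R stable cell line; Also added: Melanotan II; Technique: Eu-cAMP/anti-cAMP TR-FRET, emission 671 nm; Times: 30-min compound, 1-h challenge, 1-h detection, room temperature.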
# Granule exo inh: lytic granule exocytosis inhibition; hit rate 0.66% among 360,000; inhibition, % at 10 µM; TALL-104 LAMP-1 surface exposure, flow cytometry; cells stimulated with thapsigargin and PMA;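 active = inhibition above about 55%, limit read from the data; inconclusive = no clear call, values can overlap the other calls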
# MC4R ag barr: agonists of human melanocortin 4 receptor (MC4R) beta-arrestin | P32245 | U2OS MC4R beta-arrestin complementation, luminescence; percent of melanotan II response, DMSO zero | activation, % at 8.9 µM | hit rate 0.98% among 360,000 | AID 540308;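 active = activation above a per-plate cutoff, the mean activation of sample wells on that plate plus 3 SD, cut at about 8% in these data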
# HTR2A ag: mouse HTR2A agonism via beta-arrestin recruitment | CHO-K1 mHTR2A beta-arrestin complementation, luminescence; percent of 30 µM serotonin response | AID 624169 | P35363 | activation, % at 7.6 µM | hit rate 0.66% among 360,000;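 active = activation above a run cutoff, the mean activation of all tested compounds plus 3 SD, cut at about 14% in these data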;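 note: 0% = plate median of compound wells and 100% = 30 µM serotonin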
# Target sequence (P35363 whole entry, looked up): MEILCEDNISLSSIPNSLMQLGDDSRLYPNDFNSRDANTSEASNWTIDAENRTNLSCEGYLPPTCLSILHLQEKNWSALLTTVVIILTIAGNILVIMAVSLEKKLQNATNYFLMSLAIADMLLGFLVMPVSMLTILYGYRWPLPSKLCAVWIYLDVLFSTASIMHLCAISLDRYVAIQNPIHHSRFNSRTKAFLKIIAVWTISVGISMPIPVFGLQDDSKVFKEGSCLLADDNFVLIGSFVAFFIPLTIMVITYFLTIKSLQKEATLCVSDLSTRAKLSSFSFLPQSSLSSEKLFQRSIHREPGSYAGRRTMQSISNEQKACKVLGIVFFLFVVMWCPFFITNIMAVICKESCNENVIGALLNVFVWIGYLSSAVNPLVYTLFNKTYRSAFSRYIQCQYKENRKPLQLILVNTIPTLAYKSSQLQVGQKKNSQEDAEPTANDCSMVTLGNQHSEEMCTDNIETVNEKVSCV
# * marks the source's active call; other numbers are inactive results; ? = inconclusive; · = not tested or not shown. Random draw from the library. Share with any hit: about 4.2%.
no.	mol	MC4R antagonist	HTR2A ag	MC4R ag barr	H9c2 protect	Glyco luc inh	ABHD5-PLIN5 inh	Granule exo inh	CaV13 ICDI inh	ABCB6 inh 2	PDI inh
1	COc1ccc(C(=O)NCC(=O)N/N=C/c2cccnc2)cc1	1.4	1.1	-1.8	-2.4	2.5	3.2	-15.3	-5.4	95.0	9.0
2	CCn1c(SCC(=O)Nc2nc3ccccc3s2)nnc1-c1ccc(Br)cc1	12.4	2.2	1.1	-14.1	1.5	4.9	2.4	-4.5	100.0	1.9
3	CCOc1ccc2[nH]c3c(NCCN(CC)CC)ncnc3c2c1	6.6	-7.2	2.0	2.3	3.8	9.0	7.0	-4.9	99.0	-0.7
4	CC(C(=O)N=c1sc2ccccc2n1C)N1C(=O)C2CC=CCC2C1=O (stereo unspecified)	0.3	-1.4	-1.8	0.0	3.3	2.9	-0.5	-4.3	101.0	-12.0
5	Cn1c(CCNC(=O)c2ccco2)nc2cc(NC(=O)NC3CCCCC3)ccc21	-0.8	6.3	1.8	3.5	-0.8	0.2	-0.7	-4.1	97.0	-11.5
6	Cn1nc(-c2ccccc2)c2cc(C(=O)O)sc21	2.9	0.7	-0.9	-6.1	-0.7	-2.2	2.5	-4.6	99.0	-1.4
7	O=C(NCc1ccncc1)c1ccc(Oc2ccccc2)cc1	28.4	-4.8	-1.3	-15.8	-3.9	0.0	1.0	-1.9	93.0	-1.3
8	Cc1nc2ccccc2c(=O)n1/N=C/c1cn[nH]c1-c1ccccc1	-5.0	-2.3	-1.3	12.8	0.8	-2.0	5.9	-18.5	94.0	0.7
9	CCCC1(C(=O)OCC)NC(c2ccc(N(C)C)cc2)C2C(=O)N(c3ccccc3)C(=O)C21 (stereo unspecified)	5.5	3.5	2.2	6.2	-0.6	-0.8	-0.3	-5.3	101.0	-2.2
10	COc1cccc(CC(=O)Nc2ccc(F)c(S(=O)(=O)N3CCOCC3)c2)c1	12.1	6.3	0.3	-8.5	-3.0	10.3	1.4	-3.3	105.0	-2.0
11	CCc1c(C)nc(SCC(=O)NC2CCCC2)[nH]c1=O	22.9	-2.5	-2.3	-4.0	0.4	-7.0	-9.5	-2.2	101.0	-1.8
12	CS(=O)(=O)N1N=C(c2ccco2)CC1c1ccc(Br)cc1 (stereo unspecified)	8.8	0.5	-0.6	11.0	-0.5	3.4	-1.9	-3.8	99.0	7.7
13	Cc1ccc(Oc2cc(NN3CCCCC3)c([N+](=O)[O-])cc2[N+](=O)[O-])c(Cl)c1	4.7	-4.1	-0.4	-15.9	-6.7	-3.4	-3.4	-8.9	92.0	5.5
14	O=C(CSc1nc(-c2ccccc2)c(-c2ccccc2)[nH]1)N1CCN(S(=O)(=O)c2ccccc2)CC1	7.7	3.0	-0.9	4.8	1.3	-3.3	-1.5	-5.5	99.0	-2.7
15	COc1ccccc1Cc1nnc(NC(=O)C2CCN(C(=O)c3ccco3)CC2)s1	-0.9	-1.9	-0.3	0.7	0.0	-1.3	-0.5	-2.8	90.0	-2.5
16	CC(=O)N(CC(C)C(=O)O)c1c(I)cc(I)c(N)c1I (stereo unspecified)	0.7	7.5	0.0	5.2	4.0	0.4	-7.9	-5.8	99.0	0.6
17	CCOc1ccc(N2C(=O)S/C(=C\c3ccc(O)c(OCC)c3)C2=O)cc1	-1.9	5.7	-0.1	1.8	2.3	-2.4	-2.8	-2.2	95.0	3.5
18	CN(C)CCCN(C(=O)c1cc2cc([N+](=O)[O-])ccc2s1)c1nc2cc3c(cc2s1)OCCO3	-5.1	-10.1	35.3*	-19.1	-7.2	10.0	75.8*	-7.2	95.0	-4.8
19	Cc1cc(-c2ccccc2)nc(N/N=C/c2ccco2)n1	-9.1	-3.0	-0.4	-4.6	2.6	-2.4	-2.1	-3.5	108.0	-1.0
20	COc1ccc(C(=O)OCCN2CCOCC2)cc1	1.9	-1.9	-0.8	0.1	1.1	5.4	-17.1	-5.3	97.0	-0.9
21	C/C(=N\NC(=O)c1sccc1C)c1cccnc1	0.9	-0.8	-0.9	-9.2	1.6	-0.2	5.1	·	101.0	-6.5
22	CCCCC(=O)N(c1ccc(C)c(C)c1)C1C=CS(=O)(=O)C1 (stereo unspecified)	2.1	1.1	2.1	-5.4	-2.0	0.3	-1.2	-8.8	106.0	7.4
23	O=S(=O)(Nc1ncnc2scc(-c3ccc(F)cc3)c12)c1cc(F)ccc1F	0.9	4.0	0.6	-9.5	-1.0	-10.1	3.0	3.2	93.0	-0.2
24	COc1ccccc1CNc1nc(S(=O)(=O)c2ccccc2)c(Cl)s1	1.4	-4.8	-1.4	-10.3	-1.7	0.9	-3.4	-3.0	98.0	8.2
25	CCOC(=O)C1CCN(C(=O)C2CCN(c3nn4c(=O)cc(C)nc4s3)CC2)CC1	5.4	4.5	-3.0	7.9	4.3	4.6	-0.4	-2.0	102.0	0.8
26	CCOC(=O)[C@@H]1[C@H]2COc3cc(OC)ccc3[C@H]2N2C(=O)N(c3ccc(Cl)cc3)C(=O)[C@]12C	7.0	4.1	-1.0	-0.1	-2.1	-9.1	-7.6	-6.1	99.0	-0.7
27	CC1(C2CC2)NC(=O)N(CC(=O)N2CCN(c3ccccc3F)CC2)C1=O (stereo unspecified)	6.4	2.3	3.3	6.6	1.1	10.2	2.0	-7.0	93.0	-2.3
28	CCCCN(CCCC)Cc1cc(=O)oc2cc(OC)c(Cl)cc12	·	3.2	·	0.6	-2.2	0.3	-2.3	-4.6	102.0	·
29	COc1ccc(N2CC(NC(=O)N3CCc4ccccc43)CC2=O)cc1OC (stereo unspecified)	13.5	-2.1	-1.0	-1.3	0.9	1.1	-3.4	-6.0	100.0	3.7
30	Cc1ccc(C2=NCCn3c2c2ccc(C(F)(F)F)cc2[n+]3[O-])cc1	1.2	5.5	0.0	-2.0	0.0	10.2	-11.9	-4.4	98.0	4.0
31	CN(CC(=O)Nc1ccccc1Cl)C(=O)COC(=O)CSc1ccc(Cl)cc1	-0.4	0.2	1.3	-4.6	1.0	11.6	-11.7	-15.4	102.0	-7.3
32	COc1ccc(C(=O)COC(=O)CCn2nnc(-c3cccs3)n2)cc1	0.5	2.5	0.7	4.0	-1.6	4.9	-9.7	-8.3	97.0	-9.7
33	O=C1C=CC(=O)N1c1ccc2c(c1)C(NC(=O)C(F)(F)F)c1ccccc1-2 (stereo unspecified)	71.0*	2.8	-4.2	-10.7	-5.6	34.5*	-11.9	-5.8	98.0	-1.8
34	CN(CC(=O)Nc1cc(Cl)ccc1Cl)C1CCS(=O)(=O)C1 (stereo unspecified)	-2.4	-2.4	-1.1	4.2	-3.1	7.8	9.2	-2.1	104.0	-14.0
35	OC[C@@H]1CN(Cc2ccc3c(c2)OCO3)C[C@H](n2cnc3c(N4CCCC4)ncnc32)O1	12.0	-0.1	0.8	10.3	-0.1	-6.7	-2.2	-10.6	102.0	8.0
36	Clc1cccc(-c2ccnc3nc(-n4cccc4)nn23)c1	0.7	2.5	0.2	-7.0	3.9	-2.0	1.5	-7.0	102.0	-6.2
37	COc1ccc(/C=C/C(=O)OCCNC(=O)c2ccncc2)cc1OC	2.3	9.1	2.0	6.2	4.0	-2.7	0.0	0.9	97.0	2.7
38	CC(C)NC(=O)Cn1c(=O)cnc2ccccc21	0.9	4.9	-1.2	-4.7	5.6	3.4	4.4	-4.9	103.0	20.6
39	Cc1ccc(N2CC(C(=O)NC3=NCCS3)CC2=O)cc1C (stereo unspecified)	4.0	-2.8	-0.7	9.5	1.9	-3.5	-1.3	-1.9	94.0	-10.3
40	CCOc1ccccc1N(C(=O)CNC(=O)c1ccco1)C(C(=O)NC(C)(C)C)c1ccncc1 (stereo unspecified)	6.2	-3.6	-1.2	5.1	2.3	-6.0	1.3	-5.4	87.0	-4.4
41	COc1cccc(C(=O)Nc2ccc(N3CCN(C(=O)c4ccco4)CC3)cc2)c1	-15.9	5.5	-0.6	2.2	19.1	3.2	-16.3	-2.9	96.0	-10.4
42	Cc1nc2ccccn2c(=O)c1NC(=O)c1cccs1	14.6	-3.8	-1.1	2.1	1.4	10.2	0.0	-5.2	103.0	-2.7
43	CCOC(=O)C1CCN(CC(=O)N2C(C)CCCC2C)CC1 (stereo unspecified)	5.0	-0.9	-3.1	-2.0	0.1	-3.0	-2.6	-9.1	104.0	-1.1
44	C=CCNC(=O)COc1c(C)ccc(C)c1C	10.3	0.7	1.9	2.1	0.9	1.5	1.6	-2.7	101.0	-2.6
45	COc1ccc(C)cc1NC(=O)c1ccc(NS(=O)(=O)c2c(C)noc2C)cc1	9.7	-7.1	-0.5	0.1	2.2	-8.5	-8.5	-2.5	103.0	1.8
46	Cc1ccc(OCC(COCc2ccccc2)NC(C)C)cc1 (stereo unspecified)	-0.6	3.1	1.8	-6.7	0.3	0.0	28.0	-19.8	97.0	-0.4
47	COc1ccccc1CNC(=O)CCc1ccccc1	15.3	6.0	-0.5	-5.7	0.4	1.9	8.7	-1.3	99.0	4.1
48	COc1ccc(CNC(=S)NCc2ccc(F)cc2)cc1OC	6.9	1.6	-2.2	-2.6	1.4	-3.9	6.1	·	98.0	-4.1
49	COc1ccc(S(=O)(=O)N/N=C\c2ccc3c(c2)OCO3)c(OC)c1	23.8	-4.9	0.5	-15.0	·	-2.0	-0.6	·	96.0	4.4
50	Cc1cn2c(nc(=O)c3cccnc32)s1	9.1	2.7	-1.8	4.2	0.1	0.3	1.3	-3.1	102.0	-0.6
51	Cn1c(=O)c2[nH]c(CCCCCCCCc3nc4ccccc4[nH]3)nc2n(C)c1=O	1.2	1.8	-1.4	-8.2	3.6	2.3	15.1	-6.4	98.0	-2.9
52	CC1CC(C)CN(S(=O)(=O)N2CCCC(C(=O)NCc3ccccc3Cl)C2)C1 (stereo unspecified)	-2.7	3.9	-2.1	-0.6	-2.9	-4.6	3.8	-15.3	96.0	21.7
53	CCNc1[nH]c(=O)n(C)c(=O)c1N=O	5.6	-1.5	-2.0	3.8	0.3	-7.3	0.8	-2.1	85.0	-6.2
54	CC(C)(C)C(=O)NC(=S)Nc1ccccn1	-2.9	5.5	0.0	-5.9	0.2	-3.8	1.2	-3.5	98.0	1.1
55	Cc1cc(C(=O)N2CCc3c([nH]c4ccccc34)C2c2cccc(Cl)c2)nn1C (stereo unspecified)	0.7	-4.3	0.2	-1.6	-1.2	-7.9	4.5	-4.8	99.0	-1.2
56	COc1ccc(OC)c(S(=O)(=O)NCc2ccccn2)c1	-4.0	0.0	-1.9	-1.5	4.3	2.2	?	-4.7	97.0	-6.4
57	COc1ccccc1N1CCN(C(=O)CN(C)S(=O)(=O)c2ccc(C)cc2)CC1	1.9	-0.6	-1.6	-3.8	-0.4	2.6	-7.6	-4.7	92.0	-7.4
58	COc1ccc(-n2nc(C(=O)NCC(=O)NCc3ccc(F)cc3)c3ccccc3c2=O)c(OC)c1	0.2	-3.6	-0.3	-4.0	1.7	-5.9	-5.3	·	98.0	-2.9

# Source: PubChem (several laboratories)
